Compound activity as filed in PubChem BioAssay.
M1 antag: human M1 muscarinic receptor antagonists, primary screen, CHO-K1 cells, Fluo-8 calcium fluorescence, 1536-well; Muscarinic acetylcholine receptor M1 (Homo sapiens), P11229; CHO-K1 hM1, ACh EC80 antagonist; actives 1.3% (n = 360,000); inhibition, % at 3 µM;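 active = percent inhibition above its own plate's cutoff, namely the mean of that plate's compound wells plus 3 SD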;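 also: peak over basal fluorescence ratio during 140 s after agonist addition; 0% = ACh EC80 plus DMSO and 100% = DMSO alone without agonist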
Target sequence (P11229 whole entry, looked up): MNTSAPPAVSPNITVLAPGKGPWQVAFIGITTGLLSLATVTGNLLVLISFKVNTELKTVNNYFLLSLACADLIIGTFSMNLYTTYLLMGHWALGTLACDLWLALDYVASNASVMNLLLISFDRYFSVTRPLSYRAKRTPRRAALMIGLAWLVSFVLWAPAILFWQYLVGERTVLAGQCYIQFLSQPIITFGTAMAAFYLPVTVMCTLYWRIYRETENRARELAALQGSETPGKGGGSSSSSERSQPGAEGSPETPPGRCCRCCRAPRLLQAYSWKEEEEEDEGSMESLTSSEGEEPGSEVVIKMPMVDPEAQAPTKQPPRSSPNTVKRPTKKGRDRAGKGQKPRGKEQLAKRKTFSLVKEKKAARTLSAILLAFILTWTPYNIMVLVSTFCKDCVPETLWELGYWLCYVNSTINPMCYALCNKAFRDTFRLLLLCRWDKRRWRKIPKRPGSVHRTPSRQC
M4 antag: human M4 muscarinic receptor antagonists, primary screen, CHO cells, Fluo-8 calcium fluorescence; Muscarinic acetylcholine receptor M4 (Homo sapiens), P08173; CHO-hM4 cells, ACh EC80; inhibition, % at 3 µM; actives 0.73% (n = 360,000);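 active = inhibition above its plate's cutoff, the mean inhibition of sample wells plus 3 SD, cut at about 27% in these data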;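 also: 0% = acetylcholine EC80 with DMSO and 100% = DMSO without agonist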
M5 antag: human M5 muscarinic receptor antagonists, primary screen, CHO cells, Fluo-8 calcium fluorescence; Muscarinic acetylcholine receptor M5 (Homo sapiens), P08912; CHO-hM5 cells, ACh EC80; inhibition, % at 3 µM; AID 624040, 2012; actives 0.59% (n = 360,000);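 active = inhibition above a per-plate cutoff, the mean of that plate's test compounds plus 3 SD, cut at about 27% in these data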;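 also: 0% = acetylcholine EC80 with DMSO and 100% = DMSO without agonist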
Target sequence (P08912 whole entry, looked up): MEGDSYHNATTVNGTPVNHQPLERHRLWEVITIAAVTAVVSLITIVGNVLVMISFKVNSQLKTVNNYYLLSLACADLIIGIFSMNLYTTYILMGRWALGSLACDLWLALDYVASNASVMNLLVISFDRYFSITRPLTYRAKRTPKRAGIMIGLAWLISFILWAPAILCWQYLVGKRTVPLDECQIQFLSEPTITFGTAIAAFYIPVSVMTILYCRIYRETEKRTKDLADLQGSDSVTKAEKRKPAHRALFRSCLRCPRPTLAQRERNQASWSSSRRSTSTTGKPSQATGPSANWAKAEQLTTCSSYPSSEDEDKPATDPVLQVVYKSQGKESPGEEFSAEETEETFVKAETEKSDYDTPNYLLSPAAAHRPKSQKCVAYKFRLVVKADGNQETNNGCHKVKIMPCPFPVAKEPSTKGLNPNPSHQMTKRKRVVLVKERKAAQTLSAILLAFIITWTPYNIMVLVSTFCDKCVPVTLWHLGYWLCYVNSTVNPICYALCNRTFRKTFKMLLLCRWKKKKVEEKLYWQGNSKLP
M5 ag: human M5 muscarinic receptor agonists, primary screen, CHO-K1 cells, Fluo-8 calcium fluorescence. activation, % at 3 µM. actives 0.19% (n = 360,000). Muscarinic acetylcholine receptor M5 (Homo sapiens), P08912. CHO-K1 hM5 cells; 0% DMSO wells, 100% maximal acetylcholine response. AID 624037, 2012;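 active = activation above the run's mean over test compounds plus 3 SD, cut at about 23% in these data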;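 also: signal is peak over basal fluorescence ratio across the kinetic read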
M5 PAM: human M5 muscarinic receptor positive allosteric modulators, primary screen, CHO-K1 cells, Fluo-8 calcium fluorescence. CHO-K1 hM5, ACh EC20 PAM; 0% = ACh EC20, 100% = ACh EC100. Muscarinic acetylcholine receptor M5 (Homo sapiens), P08912. activation, % at 3 µM. actives 0.3% (n = 360,000);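 active = activation above the run cutoff, the mean activation of all test compounds plus 3 SD, cut at about 18% in these data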
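System: CHO-K1 hM5 cells. Reagent: acetylcholine, EC20 level. Compound dosing: single dose, 3 µM nominal final test concentration. Timing: Post-acetylcholine fluorescence recording 140 s. Detection: Fluo-8 calcium fluorescence. Read-out: % activation, ACh-normalized. Benchmarks: ACh EC20 and EC100 wells. Repeats: singlicate, one well per test compound.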
M4 ag: human M4 muscarinic receptor agonists, primary screen, CHO-K1 cells, Fluo-8 calcium fluorescence. CHO-K1 hM4/Gqi5; vehicle 0%, full acetylcholine response 100%. activation, % at 3 µM. actives 0.14% (n = 360,000). AID 624127, 2012;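 active = activation above the run mean over all test wells plus 3 SD, cut at about 32% in these data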;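 also: peak over basal fluorescence ratio per well then scaled between controls; 0% = DMSO wells and 100% = acetylcholine at EC100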
M1 PAM: human M1 muscarinic receptor positive allosteric modulators, primary screen, CHO-K1 cells, Fluo-8 calcium fluorescence, 1536-well; Muscarinic acetylcholine receptor M1 (Homo sapiens), P11229; CHO-K1 hM1, ACh EC20; 0% = ACh EC20, 100% = maximal ACh; activation, % at 3 µM; actives 0.088% (n = 360,000); in the data active = activation above about 19%, passing the limit was not always enough
CHRM4 PAM: human M4 muscarinic receptor positive allosteric modulators, primary screen, CHO-K1 cells, Fluo-8 calcium fluorescence; CHO-K1 hM4/Gqi5, ACh EC20; 0% = ACh EC20, 100% = maximal ACh; activation, % at 3 µM; Muscarinic acetylcholine receptor M4 (Homo sapiens), P08173; actives 0.4% (n = 360,000);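 active = activation above its plate's cutoff, the mean activation of sample wells plus 3 SD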; also: some results filed as inactive read as strong as hits
CRFR2-BP ag: agonists of CRF-BP/CRF-R2 complex, primary screen, cell-based, HEK293, calcium dye fluorescence, uHTS; actives 0.46% (n = 350,000); calcium dye fluorescence (FLIPR); percent of saturating CRF peptide response; activation, % at 13.2 µM; AID 588473, 2011;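 active = activation of at least 50%, plus an integration ratio under a set limit after plate pattern correction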;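 also: plate controls were neutral control wells without compound for no effect and CRF at EC100 for full effect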
* hit, by the source's call; nt = no result given.

SMILES	M1 antag	M4 antag	M5 antag	M5 ag	M5 PAM	M4 ag	M1 PAM	CHRM4 PAM	CRFR2-BP ag
C=CCn1c(SC)nccc1=O	-18	-9	8	6	3	1	9	5	1.7
COc1ccc(OC)c(/C=N\NC(=O)c2ccc(COc3ccc(C)cc3[N+](=O)[O-])o2)c1	5	-9	-10	3	-1	2	-3	-8	-0.3
O=P(O)(O)COc1ccccc1P(=O)(c1ccccc1)c1ccccc1	-9	-2	-8	-8	12	1	12	14	-0.6
CCc1ccc(-c2cc(C)no2)cc1S(=O)(=O)N1CCC(C)CC1	-1	-6	1	-6	-4	0	0	-2	1.9
CSc1cc(C)[nH]c(=O)n1	-10	-4	-5	0	4	0	13	2	0.0
Cn1cccc1Cc1nnc(SCC(=O)Nc2ccccc2F)n1-c1ccc(F)cc1	-10	-5	5	1	-1	1	12	2	-1.3
COc1ccccc1NS(=O)(=O)c1cc(NC(=O)COc2ccccc2F)ccc1N1CCOCC1	2	-3	13	2	-4	9	-1	1	6.2
CCc1ccc(OCC(=O)OCC(=O)NCCNC(=O)COC(=O)COc2ccc(CC)cc2)cc1	-6	19	16	-3	-8	2	1	1	-5.3
Cc1ccc(NS(=O)(=O)c2cccc(C(=O)NCC3(N(C)C)CCCCC3)c2)cc1	11	0	1	-4	2	2	0	-10	1.9
Cc1ccc2c(c1)-c1c(ssc1=S)C(C)(C)N2C(=O)CSc1nncn1C	-8	-8	8	-7	-18	-2	4	4	-2.1
CCn1c(=O)n(CC(=O)NCc2ccccc2OC)c(=O)c2ccccc21	-2	-8	7	-2	-2	1	2	2	-1.0
CCCCN(C(=O)CSCC(=O)Nc1ccc(C)cc1)c1c(N)n(CC(C)C)c(=O)[nH]c1=O	-10	-15	11	1	4	1	10	12	-1.7

A draw from above in order of formula weight, low to high.
SMILES	M1 antag	M4 antag	M5 antag	M5 ag	M5 PAM	M4 ag	M1 PAM	CHRM4 PAM	CRFR2-BP ag
C=CCn1c(SC)nccc1=O	-18	-9	8	6	3	1	9	5	1.7
CCc1ccc(-c2cc(C)no2)cc1S(=O)(=O)N1CCC(C)CC1	-1	-6	1	-6	-4	0	0	-2	1.9
O=P(O)(O)COc1ccccc1P(=O)(c1ccccc1)c1ccccc1	-9	-2	-8	-8	12	1	12	14	-0.6
Cc1ccc(NS(=O)(=O)c2cccc(C(=O)NCC3(N(C)C)CCCCC3)c2)cc1	11	0	1	-4	2	2	0	-10	1.9
Cc1ccc2c(c1)-c1c(ssc1=S)C(C)(C)N2C(=O)CSc1nncn1C	-8	-8	8	-7	-18	-2	4	4	-2.1
COc1ccc(OC)c(/C=N\NC(=O)c2ccc(COc3ccc(C)cc3[N+](=O)[O-])o2)c1	5	-9	-10	3	-1	2	-3	-8	-0.3
CCCCN(C(=O)CSCC(=O)Nc1ccc(C)cc1)c1c(N)n(CC(C)C)c(=O)[nH]c1=O	-10	-15	11	1	4	1	10	12	-1.7
CCc1ccc(OCC(=O)OCC(=O)NCCNC(=O)COC(=O)COc2ccc(CC)cc2)cc1	-6	19	16	-3	-8	2	1	1	-5.3
COc1ccccc1NS(=O)(=O)c1cc(NC(=O)COc2ccccc2F)ccc1N1CCOCC1	2	-3	13	2	-4	9	-1	1	6.2

The results go on:
SMILES	M1 antag	M4 antag	M5 antag	M5 ag	M5 PAM	M4 ag	M1 PAM	CHRM4 PAM	CRFR2-BP ag
COc1ccc(N(CC(=O)Nc2ccc3c(c2)OCCO3)S(=O)(=O)c2c(C)noc2C)cc1	12	1	4	2	-14	10	1	-3	2.4
CCOc1ccc2nc(N/C(N)=N/C(=S)Nc3cccc(OC)c3)nc(C)c2c1	-7	0	10	0	-4	1	4	0	-0.3
Cc1c(C(=O)OC(C)C(C)C[N+](C)(C)C)oc2ccccc12 (stereo not drawn)	99*	77*	12	-7	-18	0	-24	-22	1.3
COc1ccc(N2CCCn3c2nc2c3c(=O)n(Cc3ccc(C)cc3)c(=O)n2C)c(OC)c1	-21	-2	1	-4	2	-2	3	-1	0.0
N#Cc1c(NCCN)nc(-c2ccco2)c2c1CCCC2	3	1	3	-3	2	2	-4	-4	0.6
Cc1ccc(NC(=O)N(Cc2nc3ccccc3c(=O)[nH]2)Cc2cccs2)cc1	22	4	1	-1	-7	3	5	-1	-2.0
Fc1ccc(-c2ccnn2-c2ccccc2)cc1	11	3	13	-6	-5	-1	-4	-6	-3.6
CCOC(=O)C1=C(C)NC(=O)NC1c1ccc([N+](=O)[O-])o1 (stereo not drawn)	8	7	0	-1	-2	1	2	11	-0.1
CC(=O)c1ccc(S(=O)(=O)N2CCN(C(=O)CN3C(=O)NC4(CCCC4)C3=O)CC2)cc1	-12	-15	4	0	4	0	14	19	0.1
N#CC1=CN(Cc2ccccc2)C=C(/C=N/Nc2ccccc2)C1	-8	2	8	4	-1	0	7	-1	3.1
Cc1[nH]c2ccccc2c1CCNS(=O)(=O)c1ccc(S(N)(=O)=O)cc1	-4	-10	4	-1	13	2	5	16*	-1.3
CCCN(CCC)S(=O)(=O)c1ccc(NC(=O)Cc2cccs2)cc1	-14	-4	0	3	-2	14	0	-6	0.4
CC(CN1CCCCC1)NC(=O)c1scnc1-c1ccccc1 (stereo not drawn)	6	4	6	-2	-4	0	1	-3	nt
CCOC(=O)C1=C(COC(=O)c2cccs2)NC(=O)NC1C (stereo not drawn)	-2	4	9	1	-3	1	4	3	0.2
CCOC(=O)C(C)Oc1cccc2c(=O)n(CC(=O)NCc3ccc(F)cc3)ccc12 (stereo not drawn)	-10	-7	-4	0	3	1	4	-4	-0.7
COc1cc2nc(SCc3c(C)noc3C)n(CCC3=CCCCC3)c(=O)c2cc1OC	-1	2	-3	-6	0	0	4	-4	1.2
CCCCn1c(N)c(N(CC(C)C)C(=O)c2ccc(N3C(=O)CCC3=O)cc2)c(=O)[nH]c1=O	-10	3	-2	1	6	1	10	11	0.5
C=CCn1c(C)cc(C(=O)COC(=O)COc2ccccc2C#N)c1C	-10	-5	6	-2	2	4	3	-6	-0.7
Cc1cccc(OCC(=O)Nc2nnc(S(=O)(=O)N3CCCCC3)s2)c1	17	6	13	6	-15	18	-14	-8	-0.3
COCCn1c(C)cc(C2=NNC(=Nc3ccccc3F)SC2)c1C	3	-4	-4	0	2	2	9	4	-1.6
C[C@@H]1C(=O)O[C@H]2[C@H]1CC[C@@]1(C)C(=O)C=C[C@@](C)(O)[C@H]21	2	-15	3	-2	0	3	2	19	1.7
COc1ccccc1NC(=O)N1CCCC1C(=O)NCc1ccccc1 (stereo not drawn)	0	7	-6	0	2	1	4	2	-1.0
O=C(NC(=S)NC1CCCCCCCCCCC1)c1cccnc1	-8	-8	13	-1	-3	1	9	3	0.6
O=S(=O)(/N=S1/CC=CCN1S(=O)(=O)c1ccccc1)c1ccccc1 (stereo not drawn)	-11	16	6	26*	3	22	12	-7	23
O=C(CC1SC(N2CCCCC2)=NC1=O)Nc1cccc(C(=O)N2CCCC(C(F)(F)F)C2)c1 (stereo not drawn)	-12	-19	-2	-1	-7	-1	8	7	0.0
COc1ccccc1OCCCN1C(=O)C(=O)c2cccc(C)c21	-11	-6	8	17	-8	5	4	6	1.1
CCN(C(=O)CN1C(=O)/C(=C/c2ccc(F)cc2)SC1=S)C1CCS(=O)(=O)C1 (stereo not drawn)	4	2	1	-3	-4	1	1	-1	-2.4
Cc1ccc(C(=O)N/C(=C/c2cccc([N+](=O)[O-])c2)C(=O)NCC2CCCO2)cc1 (stereo not drawn)	-2	-2	-5	0	-1	1	0	-1	-0.8
CCN1/C(=C\C=C2\C(=O)N(C)C(=S)N2C)Sc2ccccc21	6	-3	-6	1	1	1	8	10	3.9
CC(C)(C)N1CC(C(=O)Nc2cccc(Cl)c2Cl)CC1=O (stereo not drawn)	-10	-7	-5	7	16	1	13	1	1.7
O=C(NCc1ccc2c(c1)OCO2)c1cc2ncc(Br)cn2n1	-1	-2	-4	-4	3	1	3	-1	-2.4
CCOC(=O)COn1c(-n2nc(C)cc2C)nc2ccccc2c1=O	-12	-9	14	-3	-4	1	8	-2	0.6
CC(CCc1ccc(O)cc1)NC1C2CC3CC(C2)CC1C3 (stereo not drawn)	25	23	8	-8	-8	2	-25	-13	2.1
COc1ccc(C(=O)N2CCCC(Nc3ccc(F)cc3)C2)cc1F (stereo not drawn)	-11	-1	4	-2	-4	1	12	7	-14
CCOC(=O)c1cc(C(=O)OCC)c(=O)[nH]c1C	-9	4	-2	2	1	0	11	6	-0.6
C=CCC1NS(=O)(=O)OC2CCCC12 (stereo not drawn)	-10	0	0	0	5	1	3	-5	6.9
Cc1cccc2nc(CSc3nc4ccccc4[nH]3)cn12	2	-1	6	-4	-4	3	1	-3	0.5
COC(=O)c1ccc(C2C(C(=O)c3ccco3)=C(O)C(=O)N2CC2CCCO2)cc1 (stereo not drawn)	-7	-1	13	-2	-1	0	8	-2	0.0
COc1ccc(SC[C@H](Cc2ccccc2)N2CC[C@@H](O)CCC2=O)cc1	3	-6	13	-1	-9	4	2	6	-0.6
CCOc1cc(/C=N\Nc2nc(-c3ccc(C)cc3)c(NC(C)=O)s2)ccc1O	-2	-3	5	-2	-4	1	1	-10	-0.8
COc1cc(NC(=O)c2ccccc2)c(OC)cc1NC(=O)Cc1cccs1	-6	-9	12	-1	-2	2	6	13	-1.5
O=C(N/N=C/c1ccc(Br)s1)c1cccs1	-10	-3	1	-1	6	-1	5	-1	-1.0
O=C(COC(=O)c1cc([N+](=O)[O-])ccc1N1CCOCC1)c1ccc(OC(F)F)cc1OC(F)F	18	6	5	-1	-14	4	-10	-7	-0.1
C=C1[C@H](C)CN(S(=O)(=O)C(C)(C)C)[C@H]1CCO	-6	3	9	0	-2	0	6	5	2.0
O=C(Cn1cnc2c(OCc3ccccc3)ncnc21)NCCCn1ccnc1	-7	-7	0	0	3	1	6	2	2.1
O=C(NCCN1CCOCC1)c1c(O)nc2ccccn2c1=O	-4	-11	-4	-1	6	1	3	3	1.5
N=c1c(C(=O)NC2CCCC2)cc2c(=O)n3ccccc3nc2n1CCCN1CCOCC1	-9	-6	-1	-1	5	3	-2	-2	1.7
CN(C)CCCOc1ccc(Cl)cc1Br	3	-3	9	-9	-8	1	-5	1	3.1
CC1=CC2CC1C1C(=O)N(c3ccc(S(=O)(=O)Nc4nc(C)cc(C)n4)cc3)C(=O)C21 (stereo not drawn)	9	3	6	-1	-3	0	-4	0	32
CC(C)COP(=O)(c1ccc(N(C)C)cc1)C(Nc1ccccc1)c1cccnc1 (stereo not drawn)	-11	-19	3	1	-2	6	9	11	-0.9
